# High-throughput results deposited in PubChem BioAssay by Icahn School of Medicine at Mount Sinai.
# RBX1-CUL1 inh – inhibitors of human ROC1-CUL1 ubiquitin ligase activity | in vitro K48 di-Ub FRET, acceptor:donor ratio, 45 min | AID 1347404, 2020 | inhibition, % at 10 µM | E3 ubiquitin-protein ligase RBX1 (Homo sapiens) + Cullin-1 (Homo sapiens), P62877+Q13616 | actives 0.6% (n = 140,000); in the data active = inhibition above about 25%
# Target sequence (P62877 whole entry, looked up): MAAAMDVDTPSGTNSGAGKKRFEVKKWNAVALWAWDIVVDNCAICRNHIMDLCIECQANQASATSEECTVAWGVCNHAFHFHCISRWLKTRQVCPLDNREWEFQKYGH
# Target sequence (Q13616 whole entry, looked up): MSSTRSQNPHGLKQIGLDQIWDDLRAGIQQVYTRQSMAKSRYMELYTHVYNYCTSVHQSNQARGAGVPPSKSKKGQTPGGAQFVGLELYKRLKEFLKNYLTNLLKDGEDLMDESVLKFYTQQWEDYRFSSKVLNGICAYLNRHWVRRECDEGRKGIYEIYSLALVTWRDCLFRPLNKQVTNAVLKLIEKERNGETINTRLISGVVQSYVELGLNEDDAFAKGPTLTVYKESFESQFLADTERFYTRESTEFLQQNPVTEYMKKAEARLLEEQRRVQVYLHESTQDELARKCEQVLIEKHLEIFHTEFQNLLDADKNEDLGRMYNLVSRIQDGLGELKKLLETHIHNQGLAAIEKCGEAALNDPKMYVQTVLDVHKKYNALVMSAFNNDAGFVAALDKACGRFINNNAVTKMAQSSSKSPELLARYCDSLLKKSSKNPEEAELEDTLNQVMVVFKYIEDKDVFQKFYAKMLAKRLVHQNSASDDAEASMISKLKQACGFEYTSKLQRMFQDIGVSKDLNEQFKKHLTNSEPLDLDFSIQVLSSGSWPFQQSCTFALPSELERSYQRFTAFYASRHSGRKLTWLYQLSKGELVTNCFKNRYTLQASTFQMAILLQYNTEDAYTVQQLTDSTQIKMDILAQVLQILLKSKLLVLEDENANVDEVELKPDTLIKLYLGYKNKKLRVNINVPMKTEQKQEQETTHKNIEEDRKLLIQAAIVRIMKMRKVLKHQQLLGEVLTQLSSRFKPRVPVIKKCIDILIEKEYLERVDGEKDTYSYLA
# * hit, by the source's call. Not all compounds are listed; rates above refer to the full screens.
SMILES | RBX1-CUL1 inh
Cc1ccc(NS(=O)(=O)c2c(C)nc3sccn3c2=O)c(Cl)c1 | 1.4
Cc1ccc(N2C(=O)c3cccc4c([N+](=O)[O-])ccc(c34)C2=O)c(C)c1 | -3.2
CCn1cc(C(=O)N2CCN(c3cc(Cl)ccc3C)CC2)c(=O)c2cc(S(=O)(=O)N3CCCC3)ccc21 | -0.9
CCOC(=O)c1noc2nc(C)n(CC(=O)Nc3cc(Cl)ccc3OC)c(=O)c12 | 2.8
O=C(CCc1nc2cccnc2n1-c1ccccc1)Nc1ccc(Cl)c(Cl)c1 | -3.0
CN(C)CCNCC#Cc1ccccc1 | -5.2
Cc1ccc(CCNc2nc3c(S(=O)(=O)c4ccccc4)nnn3c3ccsc23)cc1 | -6.7
O=C(Nc1ccc2c(c1)OCCO2)c1ccc(C2CCCN2)s1 (stereo not given) | 5.0
Cc1cc(C(=O)Nc2ccc(C)c(C)c2)c(C)o1 | -2.5
COc1cc2c(cc1OC)CN(C(=O)c1ccc(CNS(=O)(=O)c3cc(C)ccc3C)cc1)CC2 | 1.5
O=C(NC1CC(=O)N(c2ccc(Cl)cc2)C1)c1ccc2c(c1)OCO2 (stereo not given) | 13.4
Cc1ccc(C)c(C(=O)N2CCCC(CCC(=O)NC3CC3)C2)c1 (stereo not given) | -1.0

SMILES | RBX1-CUL1 inh
N#CCN1N=C(c2ccc(Cl)s2)CSC1=O | 6.3
CCOc1ccc(OCC)c(Nc2nc3ccc(Cl)cc3n3cnnc23)c1 | 0.1
CCN(CC)c1ncnnc1-c1ccccc1 | -4.4
COc1ccccc1C(=O)Nc1cccc(N2CCC(N[C@@H](Cc3ccccc3)C(N)=O)CC2)c1 | 4.2
CCOc1ccc(-c2nnc(NC(=O)C34CC5CC(CC(C5)C3)C4)s2)cc1 | -4.7
COc1cccc(N2CCN([C@H]3CN(C(=O)Nc4ccccc4C)C[C@@H]3O)CC2=O)c1 | 6.4
CN(C)CCCn1ccc(-c2cccc(-c3cnccn3)c2)n1 | -3.2
c1cncc(-c2cccc(-c3ccn(Cc4cscn4)n3)c2)c1 | -10.5
CCOc1ccc(S(=O)(=O)NC(C)(C)C)cc1C | 0.1
Cc1cccc(Cn2cc(C(=O)Nc3ccc(S(N)(=O)=O)cc3)ccc2=O)c1 | -2.5
CC(C(=O)NCCN1CCOCC1)(c1ccccc1)c1ccccc1 | -3.2
COc1ccc(OC)c(C(N)=O)c1N | -2.0

SMILES | RBX1-CUL1 inh
COc1ccc(Nc2nnc(-c3ccc(C)c(S(N)(=O)=O)c3)c3ccccc23)cc1 | -3.4
Cc1ccccc1CCN1CCCC(CN(C)C(=O)c2cc[n+]([O-])cc2)C1 (stereo not given) | -1.6
CC#CC(=O)N1CCC(C(=O)Nc2cccc(-c3nnc(C)s3)c2)CC1 | 0.5
Clc1ccc(Cn2c(C3=CSCN3)nc3ccccc32)cc1Cl | 1.8
CCOc1ccccc1NC(=O)C(CC(C)C)NS(=O)(=O)c1ccc2c(c1)oc(=O)n2C (stereo not given) | 3.0
CN1CCN(CCNCc2ccccc2OCC(O)CN2CCSCC2)CC1 (stereo not given) | 2.0
Cc1cccc(N2CCN(C(=O)c3oc(=O)c4ccccc4c3-c3ccccc3)CC2C)c1 (stereo not given) | 1.0
O=C(Cc1ccccn1)N1CCc2[nH]nc(-c3ccccc3F)c2C1 | -0.8
COc1ccccc1NC(=O)c1c(C)cc(C)nc1SCC(=O)c1ccc(Cl)cc1 | -8.0
CCOC(=O)C(CC)Oc1ccc2c(=O)c(-c3ccccc3OC)c(C(F)(F)F)oc2c1 (stereo not given) | -8.1
OCc1cc(Br)cc(Br)c1OCc1ccccc1F | 0.1
O=C(c1ccc(NC2CC2)nc1)N1CCC(Oc2cccnc2)CC1 | -1.3

SMILES | RBX1-CUL1 inh
O=C(O)COc1ccc(CC2=NC(=S)NC2=O)cc1 | 6.8
Cc1nn(C(C)C)c(C)c1CNC(=O)Nc1nnc(C(F)(F)F)s1 | 12.5
Nc1c2c(=O)oc(-c3ccc(Cl)cc3)cc2nn1-c1ccccc1 | 6.1
O=C(CC1(c2cccc(C(F)(F)F)c2)CC(=O)N(C2CC2)C1=O)N1CCCCC1c1nccs1 (stereo not given) | -11.0
COc1ccc(-c2oc3ncn4nc(-c5ccccc5Cl)nc4c3c2-c2ccc(OC)cc2)cc1 | -2.6
C=CCNS(=O)(=O)c1ccc(C(=O)Nc2cccc(F)c2)cc1 | 15.3
Nc1ccc(Cl)cc1C(=O)NCc1cccs1 | 2.6
CCCCSc1nnc(CSc2nc3nc(C)cc(C)n3n2)o1 | -1.4
CCOc1ccc2ccccc2c1C(=O)Nc1cnn(Cc2ccc(Cl)cc2Cl)c1 | -7.6
COc1cccc(-n2nnc(-c3nc(-c4ccccc4F)no3)c2C)c1 | 7.0
COc1cccc(CNC(=O)c2cnc3sc(N4CCCC4)nn3c2=O)c1OC | 6.0
O=C(O)c1ccc(N2C(=O)/C(=C\C=C\c3ccccc3)SC2=S)cc1 | 0.5

# Single values from above.
# Value of Cc1cccc(Cn2cc(C(=O)Nc3ccc(S(N)(=O)=O)cc3)ccc2=O)c1 in RBX1-CUL1 inh: -2.5
# Value of Cc1ccc(CCNc2nc3c(S(=O)(=O)c4ccccc4)nnn3c3ccsc23)cc1 in RBX1-CUL1 inh: -6.7

# The results go on:
SMILES | RBX1-CUL1 inh
O=C1C(=Nc2cccc(Cl)c2)C(Cl)C(=O)N1c1ccccc1 (stereo not given) | 2.4
COc1cccc2c1Oc1nc(-c3ccccc3)nc(SCC(=O)N3CCCCC3)c1C2 | -2.6
O=C(O)C1C2C=CC(C2)C1C(=O)NCc1ccncc1 (stereo not given) | -5.2
Cc1ccc(C2CC(C(F)(F)F)n3nc(C(=O)O)cc3N2)cc1 (stereo not given) | -8.8
CNc1nc(C)c(C(=O)c2ccccc2)s1 | 0.6
CC(C)C1=NOC(C(=O)N2CCC(CCC(=O)N3CCOCC3)CC2)C1 (stereo not given) | 7.3
Nn1c(COc2ccccc2)nnc1SCC(=O)Nc1nc(-c2ccccc2)cs1 | 2.5
CCOc1ccccc1NC(=O)N(C)CCc1c(C)nn(CC)c1C | 9.9
O=C1C=C2c3ccccc3-c3ccccc3N2C(=O)C1c1ccccc1 (stereo not given) | 5.3
Cc1ccc(N2CC(c3nnc(Cc4ccc(F)cc4Cl)o3)CC2=O)cc1 (stereo not given) | -0.8
Cc1cccc(C(=O)N(Cc2ccco2)Cc2ccccc2F)c1 | -9.9
O=C(CCn1cncn1)N1CCCC(CCc2c(F)cccc2F)C1 (stereo not given) | 3.5

SMILES | RBX1-CUL1 inh
CCc1ccc(C2C(C#N)C(=N)C(C#N)(C#N)C3=CCC(C(C)(C)C)CC32)cc1 (stereo not given) | -2.8
CCOC(=O)c1ccc(-c2ccc(CC3=NC(=O)N(CC(=O)Nc4ccc(C)cc4)C3=O)o2)cc1 | -0.1
CC12CCC(c3c(C(=O)Nc4cccc(S(=O)(=O)N5CCOCC5)c4)nn(-c4ccccc4)c31)C2(C)C (stereo not given) | -2.1
CC(C)CN1CCC(C2CCN(C(=O)C3(C(F)(F)F)CC3)C2)CC1 (stereo not given) | 5.4
COc1ccc(OC)c(S(=O)(=O)N(C)CC(=O)Nc2ccccc2SC)c1 | 6.8
Cc1c2ccccc2nc2c1cc1c3c(cccc32)CC1 | -5.7
CC(=O)Nc1cc(C(C)(C)C)ccc1C(C)(C)C | 1.4
CCOC(=O)c1ccc(NC(=O)CCCn2c(=O)c3cccn3c3ccccc32)cc1 | 0.2
CCc1ccc(NC(=O)N=C2CN(C)C(=O)c3ccccc32)cc1 | -9.7
Cc1ccc(S(=O)(=O)c2nc(S(C)(=O)=O)sc2N(C)Cc2ccccc2)cc1 | 12.4
CC[C@@]1(C(=O)OC)C[C@H](C(=O)N2CCCCC2)[C@H](c2ccc(F)cc2)N1C | -3.4
COC(=O)c1ccc(C2C(C(=O)c3ccc4c(c3)OCCO4)C(=O)C(=O)N2Cc2ccco2)cc1 (stereo not given) | 2.8

SMILES | RBX1-CUL1 inh
CCCC(=O)Nc1cccc(C)c1C | -8.8
COc1cc(NC(=O)C2CCCO2)cc(OC)c1 (stereo not given) | -6.5
O=C(O)CNC(=S)NC(=O)c1sc2ccccc2c1Cl | 10.9
CCOc1ccc(N2C(=O)CC(N3CCSCC3)C2=O)cc1 (stereo not given) | 1.1
CCOC(=O)C1C(CN2CCN(c3ccccc3F)CC2)=NC(=O)NC1c1ccc(Cl)cc1 (stereo not given) | 2.0
COC(=O)Cc1cc(OC)c(OC)cc1S(=O)(=O)N1CCN(c2cc(Cl)ccc2C)CC1 | -7.4
Nc1c(-c2nc(-c3ccc4c(c3)OCO4)cs2)c2ccccn2c1C(=O)c1ccc(Cl)cc1 | -2.9
Cc1cc(C(F)(F)F)nn1Cc1n[nH]c(=S)n1Cc1ccccc1 | -3.4
OC(COCc1ccccc1)CN1CCSCC1 (stereo not given) | 5.3
CCC[S+](C)Cc1ccccc1 (stereo not given) | -0.3
Cc1nn(-c2ccc(Br)cc2)c(Cl)c1C=C1C(=O)c2ccccc2C1=O | -5.9
C/C(Cl)=C\CN(C)C(=O)Nc1ccc(Cc2ccc(NC(=O)N(C)C/C=C(\C)Cl)cc2)cc1 | -15.1

SMILES | RBX1-CUL1 inh
Cc1c(C(c2ccccc2O)c2c(C)n(C)c3ccccc23)c2ccccc2n1C | -0.4
COc1ccc(-c2cc3ncc(C(=O)c4cc([N+](=O)[O-])ccc4O)cn3n2)cc1 | -3.9
COC(=O)c1cc(NC(=O)CCc2c(C)nc3c4c(C)cc(C)nc4nn3c2C)cc(C(=O)OC)c1 | 1.4
CC1(C(=O)N2CCC(n3cc(-c4ccccn4)nn3)CC2)CCCCO1 (stereo not given) | -10.3
CC(=O)Cn1cnc2sc3c(c2c1=O)CCC(C)C3 (stereo not given) | 11.1
COc1cc(NC(=O)c2sc3nc4c(cc3c2N)CCCCCC4)cc(OC)c1OC | 4.3
CCOC(=O)C1CCC2(CC1)c1c(n[nH]c1C)OC(=N)C2C#N (stereo not given) | -7.9
O=C(Nc1cccc(Br)c1)c1ccccc1C(=O)OCCN1CCOCC1 | -8.3
O=C(COC(=O)C1CCN(S(=O)(=O)c2cccc3cccnc23)CC1)c1ccc(Cl)cc1 | 1.1
COc1cc(C(=O)Nc2nonc2-c2ccc(Cl)cc2)cc(OC)c1OC | 1.7
O=C(NC1CCCCCC1)c1ccc2c(c1)sc1nc(-c3ccc(F)cc3)cn12 | -3.2
O=C(NCc1ccc(Cl)cc1)C(=O)NCC(c1ccco1)S(=O)(=O)c1cccs1 (stereo not given) | -3.2

SMILES | RBX1-CUL1 inh
CCCCSCC(=O)c1ccc2c(c1)Cc1ccccc1-2 | -9.4
Cc1ccc(-c2cc(C(=O)NC3=NCCS3)c3ccccc3n2)s1 | 7.0
COc1ccccc1N1CCN(C(=O)COc2cc(C)ccc2Cl)CC1 | -2.8
Cc1cccc(N(C)C(=O)CCS(=O)(=O)c2ccc3c(c2)oc(=O)n3C)c1 | -4.0
Clc1c(-c2ccccc2)nnn1-c1ccccc1 | 1.7
C[C@]12C=CC(=O)C=C1CCC1C2C(O)C[C@@]2(C)C1C[C@H]1OC(c3ccco3)O[C@]12C(=O)CO (stereo not given in full) | -5.5
Cc1c(C#N)c2ncnc(N)c2n1-c1ccccc1 | 2.3
Cc1ccnc(SC(C(=O)c2ccccc2)c2ccccc2)n1 (stereo not given) | 2.5
CC(C)(C)NS(=O)(=O)c1ccc(OCC(=O)Nc2ccc(Br)cc2F)cc1 | -3.9
COc1cc(C(=O)Nc2nnc(C(C)C)s2)cc(OC)c1OC | 9.8
Cc1ccccc1-n1c(-c2ccc(Br)o2)n[nH]c1=S | 16.5
O=C(OC1CCCCC1)c1cccnc1 | 1.1

SMILES | RBX1-CUL1 inh
Cc1ccccc1Nc1c(-c2ccc(Br)o2)nc2ccc(Cl)cn12 | 7.4
O=C(c1cc2ccc3cccnc3c2[nH]1)N1CCN(c2ccccc2)CC1 | 2.5
Cc1csc2nc(COc3ccc(NC(=O)COc4ccccc4F)cc3)cc(=O)n12 | -8.0
O=c1c(Cc2ccccc2)c[nH]c2ccccc12 | -6.0
Cc1ccc(-n2nc(C#N)c(-c3ccccc3)c(C#N)c2=O)cc1 | -3.5
CCCc1ccc(-c2n[nH]c3c2CN(C(=O)Cc2ccncc2)CC3)cc1 | 14.1
C=C(C)Cn1c(=O)c2c(nc3n2C(C)C(C)=NN3C(C)C)n(C)c1=O (stereo not given) | 12.3
O=C(CN1Cc2ccccc2OC(c2ccccc2F)C1)N1CCCC1c1nc2ccc(F)cc2[nH]1 (stereo not given) | 7.8
COc1ccc(-n2c(C)c(C)n3c4c(=O)n(CCCO)c(=O)n(C)c4nc23)cc1 | 9.9
C=C(C)Cn1c(SCCC)nc2sc3c(c2c1=O)CCC3 | 3.0
COc1ccc(OC)c(NC(=O)c2cccc(F)c2)c1 | -2.9
Cc1cc(C)c2c(n1)nn1c(C)c(CCC(=O)Nc3cccc(C)c3C)c(C)nc21 | 6.7

# 3 compounds from above, ordered by the value under RBX1-CUL1 inh, highest first:
SMILES	RBX1-CUL1 inh
O=C(CN1Cc2ccccc2OC(c2ccccc2F)C1)N1CCCC1c1nc2ccc(F)cc2[nH]1 (stereo not given)	7.8
Cc1ccc(-n2nc(C#N)c(-c3ccccc3)c(C#N)c2=O)cc1	-3.5
Cc1csc2nc(COc3ccc(NC(=O)COc4ccccc4F)cc3)cc(=O)n12	-8.0

# Following part
SMILES | RBX1-CUL1 inh
CC(NC(=O)c1ccccc1NS(=O)(=O)c1ccc(Br)s1)c1ccccc1 (stereo not given) | -8.5
COc1ccccc1-n1cnc2nc3c(c(-c4ccccc4)c21)CCCC3 | 4.1
Cc1ccc(NC(=O)Cn2c(=O)n(CC3CCCO3)c(=O)c3ccccc32)cc1 (stereo not given) | -3.8
CS(=O)(=O)Oc1ccc(C(=NNC(=O)Nc2ccccc2Cl)c2ccc(Cl)cc2)cc1 | 1.6

# Two records drawn at random from those above:
SMILES | RBX1-CUL1 inh
O=C(c1ccc(NC2CC2)nc1)N1CCC(Oc2cccnc2)CC1 | -1.3
COc1ccc(-c2oc3ncn4nc(-c5ccccc5Cl)nc4c3c2-c2ccc(OC)cc2)cc1 | -2.6
